# KCNQ1 block = human KCNQ1 channel inhibition. P51787. 310,000 tested, 1.3% active. B-score at 10 µM. CHO-K1 KCNQ1, FluxOR thallium flux fluorescence; hits give high values;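 active means compounds whose thallium flux B-score, printed positive for inhibition, exceeds three library SD while starting fluorescence stays within three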;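 further: channel opened by potassium depolarization with thallium stimulus after 20 min compound exposure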
# Target sequence (P51787 whole entry, looked up): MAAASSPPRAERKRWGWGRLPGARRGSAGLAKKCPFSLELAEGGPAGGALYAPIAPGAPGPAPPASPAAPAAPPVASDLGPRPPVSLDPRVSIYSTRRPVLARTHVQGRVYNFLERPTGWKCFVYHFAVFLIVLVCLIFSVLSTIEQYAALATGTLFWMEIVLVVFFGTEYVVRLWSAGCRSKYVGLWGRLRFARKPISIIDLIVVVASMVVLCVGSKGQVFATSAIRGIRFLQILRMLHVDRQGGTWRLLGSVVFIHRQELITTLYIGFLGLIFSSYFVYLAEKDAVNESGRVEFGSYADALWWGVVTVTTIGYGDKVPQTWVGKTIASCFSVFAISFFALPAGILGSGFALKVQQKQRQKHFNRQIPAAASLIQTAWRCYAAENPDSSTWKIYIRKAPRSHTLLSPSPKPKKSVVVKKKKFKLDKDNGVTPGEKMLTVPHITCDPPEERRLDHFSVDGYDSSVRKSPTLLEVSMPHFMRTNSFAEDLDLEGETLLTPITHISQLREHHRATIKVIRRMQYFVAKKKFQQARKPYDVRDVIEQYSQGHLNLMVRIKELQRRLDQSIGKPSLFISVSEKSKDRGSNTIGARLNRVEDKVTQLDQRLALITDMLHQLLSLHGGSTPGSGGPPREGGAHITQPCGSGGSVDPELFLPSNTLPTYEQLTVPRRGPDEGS
# hERG protect = shields human hERG channel from block by proarrhythmic agents. Q12809. CHO-hERG, FluxOR thallium flux, dofetilide IC70 present. activation (rescue from dofetilide block), less the hit threshold, % at 10 µM. 310,000 tested, 0.51% active;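 active means activation above the mean of controls blocked by dofetilide plus 5 SD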;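 further: thallium influx through hERG after potassium depolarization seen as dye fluorescence rise; in these data hits start at about 4.7%; inactives centre near -7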
# KCNK9 block = human KCNK9 channel inhibition. Q9NPC2. HEK293 KCNK9, FluxOR thallium flux fluorescence; hits give low values. B-score at 10 µM. 310,000 tested, 1.2% active;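 active means ratio B-score over 3 SD below the library mean, with starting fluorescence within 5 SD of its mean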;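 further: negative B-score means less thallium flux so channel inhibition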
# Target sequence (Q9NPC2 whole entry, looked up): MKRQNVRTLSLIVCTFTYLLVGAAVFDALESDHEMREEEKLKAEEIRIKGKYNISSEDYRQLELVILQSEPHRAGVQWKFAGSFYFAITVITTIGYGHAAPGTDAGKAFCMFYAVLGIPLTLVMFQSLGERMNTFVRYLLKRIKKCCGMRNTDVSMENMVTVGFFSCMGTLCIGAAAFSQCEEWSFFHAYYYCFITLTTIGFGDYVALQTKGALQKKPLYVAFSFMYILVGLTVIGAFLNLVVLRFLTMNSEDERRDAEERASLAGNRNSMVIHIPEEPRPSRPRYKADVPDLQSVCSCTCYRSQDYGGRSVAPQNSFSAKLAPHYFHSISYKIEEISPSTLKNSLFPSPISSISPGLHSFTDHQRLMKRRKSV
# TRPC4 block = TRPC4 (mouse) channel inhibition. Q9QUQ5. HEK293 TRPC4beta/mu-opioid, DAMGO-evoked Fluo4 calcium flux; hits give low values. B-score at 10 µM. 300,000 tested, 0.39% active;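 active means B-score over 3 SD under the library average, no early fluorescence shift, positive overall ratio signal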
#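 material = TRPC4beta/mu-opioid receptor HEK293 cell line | probe or stimulus = sequential submaximal and maximal DAMGO stimulation | compound dosing = one concentration per compound | measured by = Fluo4 Ca2+ flux fluorescence | evaluation = integrated fluorescence ratio relative to baseline, converted to per-well B score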
# KCNQ1 act = human KCNQ1 channel potentiation or activation; CHO-K1 KCNQ1, thallium flux FluxOR fluorescence; hits give high values; B-score at 10 µM; 310,000 tested, 0.35% active; AID 2648;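 active means fluorescence ratio B-score, a plate-corrected score, at least three library SD, with initial intensity B-score within 5 SD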
#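 Medium – assay buffer, equal DMSO in all wells · Material – CHO-K1 cell line with stable KCNQ1 potassium channel expression · Signal – kinetic FluxOR thallium fluorescence, 10-s 1-Hz baseline, 110-s post-stimulus read · Compound – single concentration per compound, DMSO matched to controls · Schedule – 37 °C overnight plating, 90-min dark dye load, 20-min compound pretreatment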
# Platelet DG rel = modulates dense granule release in human platelets. AID 1663. 300,000 tested, 0.22% active. human platelet-rich plasma, SFLLRN dense granule ATP release, luminescence. inhibition, %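 (compounds screened at 7.5 µM in platelet-rich plasma)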;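 active means mean replicate score, as percent of positive control, at or above 50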
# KCNK3 inh = human KCNK3 channel inhibition, primary screen. O14649. CHO-KCNK3 thallium flux, FluxOR fluorescence; hits give low values. B-score at 10 µM. 340,000 tested, 0.84% active. AID 602410;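 active means B-score under library mean minus 4 SD, starting fluorescence ratio at most library mean plus 5 SD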;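 further: more negative B-score means stronger inhibition of thallium flux through KCNK3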
# TRPC4 potent = TRPC4 (mouse) allosteric potentiation; 310,000 tested, 0.42% active; HEK293 TRPC4beta/mu-opioid, DAMGO EC20, Fluo-4 Ca2+ flux; hits give high values; B-score at 10 µM; AID 2227;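 active means B-score of calcium response area above 5 SD of library B-scores, with initial fluorescence ratio within 5 SD of library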;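 further: B-score of integrated fluorescence ratio over time as area under calcium response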
# Dyrk1A ADPGlo = Dyrk1A (rat) kinase inhibition. Q63470. ADP-Glo luminescence, NFATc1 peptide. inhibition, % at 12.5 µM. 310,000 tested, 0.43% active. AID 504441; in the data active means inhibition above about 50%;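 further: plate controls were vehicle with enzyme for no effect and no enzyme for full effect; many of its hits are not listed in these tables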
# PolyA inhibitor = blocks polyadenylation in yeast reporter cells; S. cerevisiae SKY197-pL101 polyadenylation reporter, beta-gal luminescence; efflux-impaired pdr1/pdr3 knockout yeast; score 100 = 6 SD above DMSO; calls only at 12 µM; 300,000 tested, 0.02% active; AID 1875;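 active means lowest replicate activity score at least 50, where 100 means six control SD above control mean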;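 further: yeast exposed to compound for 9 h at 30 °C; higher score means more reporter readthrough which indicates perturbed polyadenylation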
# TRPC4 agonist = opens the mouse TRPC4 cation channel | Q9QUQ5 | HEK293 TRPC4beta/mu-opioid, Fluo4 calcium fluorescence; hits give high values | B-score at 10 µM | 310,000 tested, 0.49% active | AID 2237;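 active means B-score above 5 SD of library B-scores, and initial fluorescence ratio not above library mean plus 5 SD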;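 further: positive B-score marks a calcium rise read as TRPC4 activation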
#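 Material: TRPC4beta and mu-opioid receptor HEK293 stable cells | Incubation: 45 min room-temperature Fluo4 loading, 110 s read | Detection: Kinetic Fluo4 calcium fluorescence | Measure: Integrated baseline-normalised fluorescence ratio, converted to per-well B score | Benchmarks: Low control buffer alone, high control maximal DAMGO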
# * hit, by the source's call; i = inactive; / = no result given. Some of the compounds tested, so the mix of outcomes need not match the whole.
SMILES,KCNQ1 block,hERG protect,KCNK9 block,TRPC4 block,KCNQ1 act,Platelet DG rel,KCNK3 inh,TRPC4 potent,Dyrk1A ADPGlo,PolyA inhibitor,TRPC4 agonist
c1cc2n(c1)-c1c(ccc3c1OCO3)CNC2c1ccc2c(c1)OCO2 (stereo not given),i,-3,i,i,i,-5,i,i,-4,i,i
COc1ccc(NC(c2ccccc2)P(=O)(Oc2ccccc2)Oc2ccccc2)cc1 (stereo not given),i,-4,-6.6*,i,i,10,i,i,1,i,i
COC(=O)C(O)(c1ccc(NC(=O)NC2CCCCC2)cc1)C(F)(F)F (stereo not given),i,-7,i,i,i,-2,i,i,-6,i,i
CC1(C)CN=C(NCc2ccccc2)S1,i,2,i,i,i,-3,i,i,7,i,i
CCN1C(=O)N(CC)C(=O)C2(Cc3ccccc3N3CCN(c4ccccc4)CC32)C1=O (stereo not given),i,-9,i,i,i,23,i,i,/,i,i
CCc1c(C)nc(N)nc1N1N=C1SCCOc1ccccc1,i,8.2*,i,i,i,-29,i,i,-7,i,i
CCOP(=O)(OCC)C(O)c1ccccc1 (stereo not given),i,-5,i,i,i,-6,i,i,0,i,i
CCNCC(O)c1cccc(O)c1 (stereo not given),i,-6,i,i,i,7,i,i,4,i,i
C=CCC1(CN2CCCCCC2=O)C(=O)NC(=O)NC1=O,i,-6,i,i,i,3,i,i,10,i,i
CCOC(=O)C(=CNc1ccc(C(O)(C(=O)OCC)C(F)(F)F)cc1C)C(=O)OCC (stereo not given),i,-10,i,i,i,-4,i,i,-7,i,i
Cc1cc(NC(=O)C(Cl)(Cl)Cl)no1,i,-1,i,i,i,7,i,i,-3,i,i
COc1ccccc1N1C(=O)NC(=O)/C(=C\c2cnn(-c3ccccc3)c2)C1=O,i,-6,i,i,i,-1,i,i,-4,i,i
CCOc1ccc([N+](=O)[O-])cc1CNCCc1ccccc1,i,-24,i,i,i,-4,i,i,-2,i,i
O=C(Nc1cccc(C(F)(F)F)c1)OC1CN2CCC1CC2 (stereo not given),i,-4,i,i,i,1,i,i,3,i,i
N#CC1=C(N)Oc2c(c(=O)oc3ccccc23)C1c1ccc([N+](=O)[O-])o1 (stereo not given),i,-9,i,i,i,-3,i,i,9,i,i
O=C1NC(=O)C(=Cc2ccc(OCCOc3ccc([N+](=O)[O-])cc3)cc2)C(=O)N1,i,-2,i,i,i,-4,i,i,-1,i,i
CCOC(=O)C1(CCCc2ccccc2)CCN(C2CCCC2)CC1,i,-7,i,i,i,0,i,i,-2,i,i
O=c1c2ccccc2nc(/C=C/c2ccc(F)cc2)n1-c1ccccc1O,i,-1,i,i,i,4,i,i,-1,i,i
CCCCn1c(O)c(C=NCCN2CCCCC2)c(=O)[nH]c1=O,i,-6,i,i,i,-37,i,i,11,i,i
CN1CCc2nc(N)c(C#N)c(-c3ccccc3)c2C1,i,-4,i,i,i,-4,i,i,1,i,i
c1cc(C2N3CCCN2CC3)ccn1 (stereo not given),i,-5,i,i,i,-1,i,i,-5,i,i
O=C(NCCO)c1nsnc1NCCCl,i,-11,i,i,i,-4,i,i,-2,i,i
O=C1NC(=O)C2(Cc3ccccc3N3CCCC32)C(=O)N1 (stereo not given),i,-13,i,i,i,5,i,i,4,i,i
COc1ccc(OC)c(-n2c(O)c(C=Nc3c(C)n(C)n(-c4ccccc4)c3=O)c(=O)[nH]c2=O)c1,i,-4,i,i,i,4,i,i,-3,i,i
COc1cc(C(O)CNC(C)C)cc(F)c1OC (stereo not given),i,-2,i,i,i,0,i,i,21,i,i
O=C(COc1ccccc1)N1CCN(CC2CC=CCC2)CC1 (stereo not given),i,-3,i,i,i,-8,i,i,3,i,i
Cc1ccc(S(=O)(=O)N2CN3CCN(C3)C2)cc1,i,-12,i,i,i,-1,i,i,1,i,i
O=C1/C(=C\c2ccc3c(c2)OCO3)N2CCC1CC2,i,-11,i,i,i,10,i,i,11,i,i
CCc1ccccc1NC(=O)CSc1nnc([C@@H](N)Cc2c[nH]c3ccccc23)o1,i,-14,i,i,i,-2,i,i,4,i,i
Cc1cc2c(s1)NC(=O)CN=C2c1cccs1,i,-6,i,i,i,-3,i,i,17,i,i
COC(=O)COc1cc(C)cc2oc(=O)c3c(c12)CCCC3,i,-1,i,i,i,6,i,i,-4,i,i
O=c1c2ccccc2nc(/C=C/c2ccc3c(c2)OCO3)n1-c1cccc(O)c1,i,-15,i,i,i,-31,i,i,0,i,i
c1ccc(C2CC3CC(c4ccco4)N2O3)cc1 (stereo not given),i,-3,i,i,i,1,i,i,-1,i,i
O=C(c1ccc2c(c1)OCO2)C1CCCN(CC2CCCCC2)C1 (stereo not given),i,-20,i,i,i,-1,i,i,1,i,i
N=c1sccn1Cc1ccccc1F,i,-7,i,i,i,7,i,i,-1,i,i
O=C(CCN1C(=O)COc2ccccc21)N1CCC2(CC1)OCCO2,i,-2,i,i,i,-10,i,i,-3,i,i
Cc1ccccc1CS(=O)(=O)Cc1ccc(C(=O)N2CCC3(CC2)OCCO3)o1,i,-9,i,i,i,31,i,i,5,i,i
COc1ccc(C)cc1NC(=O)N1CCC2(CC1)OCCO2,i,-6,i,i,i,4,i,i,-1,i,i
O=C1C=C2C=C[C@H]3C[C@]2(O1)[C@@H]1CCCCN13,i,-10,i,i,i,-1,i,i,-4,i,i
CC12CC[C@H]3[C@@H](CCC4(O)C[C@H](O)CCC34/C=N/NC(=O)c3ccccc3Cl)C1(O)CCC2C1=CC(=O)OC1 (stereo not given in full),i,-6,i,i,i,-2,i,i,1,i,i

# An excerpt of these results, with values under each structure.
# Results follow in this order: KCNQ1 block | hERG protect | KCNK9 block | TRPC4 block | KCNQ1 act | Platelet DG rel | KCNK3 inh | TRPC4 potent | Dyrk1A ADPGlo | PolyA inhibitor | TRPC4 agonist
COc1cc(C(O)CNC(C)C)cc(F)c1OC (stereo not given)
 : i | -2 | i | i | i | 0 | i | i | 21 | i | i
Cc1ccccc1CS(=O)(=O)Cc1ccc(C(=O)N2CCC3(CC2)OCCO3)o1
 : i | -9 | i | i | i | 31 | i | i | 5 | i | i

# Further entries follow:
SMILES,KCNQ1 block,hERG protect,KCNK9 block,TRPC4 block,KCNQ1 act,Platelet DG rel,KCNK3 inh,TRPC4 potent,Dyrk1A ADPGlo,PolyA inhibitor,TRPC4 agonist
CCN(CC)c1ccc(N=Cc2c(O)n(-c3ccccc3C)c(=O)[nH]c2=O)cc1,i,-14,i,i,i,2,i,i,6,i,i
C=CCn1c(O)c(C(C)=Nc2cccc(C(=O)O)c2)c(=O)[nH]c1=O,i,-16,i,i,i,0,i,i,0,i,i
COc1ccc(C(=O)C2CCCN(C3CSCCSC3)C2)cc1OC (stereo not given),i,-14,i,i,i,-6,i,i,/,i,167*
c1ccc2c(c1)Nc1ccccc1S2,i,-4,i,i,i,5,i,i,-5,i,i
Cc1ccc(NC(=O)CSc2nnc([C@@H](N)Cc3c[nH]c4ccccc34)o2)c(C)c1,i,-13,i,i,i,8,i,i,5,i,i
O=C1/C(=C/c2cc([N+](=O)[O-])ccc2Cl)N2CCC1CC2,i,-13,i,i,i,18,i,i,-2,i,i
C/C(=N\Nc1cccc2ccccc12)c1c(O)n(Cc2ccccc2)c(=O)[nH]c1=O,i,-1,-7.2*,i,i,-3,i,i,-5,i,i
Cc1sc2ncnc(N3CCC(C(=O)Nc4ccc(C#N)c(Cl)c4)CC3)c2c1C,7*,-14,i,i,i,16,-10*,i,/,i,i
CCCCCc1cc(O)c2c3c(c(=O)oc2c1)CN(C)CC3,i,-24,i,i,i,-1,i,i,/,i,i
OC(c1ccccc1)(c1ccccc1)C1CN2CCC1CC2 (stereo not given),i,-10,i,i,i,16,i,i,-2,i,i
CCOC(=O)C1SC2(C(F)F)CC1(O)c1c(c(OC)c3occc3c1OC)O2 (stereo not given),i,-14,i,i,i,3,i,i,/,i,i
Cc1ccc(-c2cc(-c3ccc(C)cc3)[n+](-c3ccccc3)c(-c3ccc(C)cc3)c2)cc1,9*,-39,-19*,i,i,7,-18*,i,-2,i,82*
CCOC(=O)c1c(N)n(Cc2ccccc2)c2nc3ccccc3nc12,i,-3,i,i,i,0,i,i,/,i,i
NCC1(c2ccc3c(c2)OCCO3)CCCC1,i,-6,i,i,i,11,i,i,-11,i,i
O=C(Nc1cccc(Br)c1)c1c(O)c2c(n(Cc3ccccc3)c1=O)CCCC2,i,0,i,i,i,11,i,i,/,i,i
O=C(Nc1ccc(F)cc1)OC1CN2CCC1CC2 (stereo not given),i,-5,i,i,i,-2,i,i,-3,i,i
COc1ccc2c(CN3CC=C(c4ccccc4)CC3)cc(=O)oc2c1,i,-11,i,i,i,16,i,i,6,i,i
CC(C)OP(=O)(OC(C)C)C(O)c1ccccc1F (stereo not given),i,-3,i,i,i,-7,i,i,-3,i,i
O=C1Nc2ccccc2/C1=C/c1nc2ccccc2c(=O)n1-c1ccc(O)cc1,i,-8,i,i,i,1,i,i,-1,i,i
CN1CCC(C)(O)C2CCCCC21 (stereo not given),i,-2,i,i,i,3,i,i,/,i,i
O=C1NC(=O)C(CCc2ccncc2)(CCc2ccncc2)C(=O)N1C1CCCCC1,i,-4,i,i,i,1,i,i,-12,i,i
CCOc1ccc(N2C(=O)NC(=O)/C(=C\c3cc(OC)c(OC)cc3[N+](=O)[O-])C2=O)cc1,i,-9,i,i,i,4,i,i,6,i,i
O=c1[nH]c(=O)n(-c2cccc3ccccc23)c(O)c1/C=N/N1CCCCC1,i,-2,i,i,i,-6,i,i,-6,i,i
CCN1CCN(C(=O)COc2ccc(S(=O)(=O)NC(C)C)cc2)CC1,i,-9,i,i,i,17,i,i,0,i,i
O=c1c2ccccc2nc(N2CCCC2)n1-c1ccc(Cl)cc1,i,-16,i,i,i,-2,i,i,7,i,i
Fc1ccccc1CCNCc1cccc(Cl)c1Cl,i,-8,i,i,i,7,i,i,-1,i,i
Cc1nc2ccc(N3CCN(C)CC3)cc2nc1C,i,-12,i,i,i,-2,i,i,0,i,i

# Single records, from the list above. Screens in order: KCNQ1 block	hERG protect	KCNK9 block	TRPC4 block	KCNQ1 act	Platelet DG rel	KCNK3 inh	TRPC4 potent	Dyrk1A ADPGlo	PolyA inhibitor	TRPC4 agonist
# CCOc1ccc(N2C(=O)NC(=O)/C(=C\c3cc(OC)c(OC)cc3[N+](=O)[O-])C2=O)cc1 is entered as i	-9	i	i	i	4	i	i	6	i	i
# O=c1c2ccccc2nc(N2CCCC2)n1-c1ccc(Cl)cc1 is entered as i	-16	i	i	i	-2	i	i	7	i	i

# Bioassay records as filed in PubChem.
